# High-throughput results deposited in PubChem BioAssay by National Center for Advancing Translational Sciences (NCATS).
# RXFP1 antagonist = qHTS Assay for Antagonists of the Relaxin Receptor RXFP1. HEK293-RXFP1, relaxin-stimulated cAMP HTRF, 30 min; hits give low values. 350,000 compounds, 0.59% hits. AID 1259400, 2018. Relaxin receptor 1 (Homo sapiens), Q9HBX9. activity change, negative = inhibition, % at 57.5 µM;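 active means activity change of -60% or lower, but not beyond a set lower limit; inconclusive means change between -60% and -40%, or beyond the set limit; inactive means change above -40%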; further: on the % scale 0 is the no-effect control and ±100 the full control effect
# Target sequence (Q9HBX9 whole entry, looked up): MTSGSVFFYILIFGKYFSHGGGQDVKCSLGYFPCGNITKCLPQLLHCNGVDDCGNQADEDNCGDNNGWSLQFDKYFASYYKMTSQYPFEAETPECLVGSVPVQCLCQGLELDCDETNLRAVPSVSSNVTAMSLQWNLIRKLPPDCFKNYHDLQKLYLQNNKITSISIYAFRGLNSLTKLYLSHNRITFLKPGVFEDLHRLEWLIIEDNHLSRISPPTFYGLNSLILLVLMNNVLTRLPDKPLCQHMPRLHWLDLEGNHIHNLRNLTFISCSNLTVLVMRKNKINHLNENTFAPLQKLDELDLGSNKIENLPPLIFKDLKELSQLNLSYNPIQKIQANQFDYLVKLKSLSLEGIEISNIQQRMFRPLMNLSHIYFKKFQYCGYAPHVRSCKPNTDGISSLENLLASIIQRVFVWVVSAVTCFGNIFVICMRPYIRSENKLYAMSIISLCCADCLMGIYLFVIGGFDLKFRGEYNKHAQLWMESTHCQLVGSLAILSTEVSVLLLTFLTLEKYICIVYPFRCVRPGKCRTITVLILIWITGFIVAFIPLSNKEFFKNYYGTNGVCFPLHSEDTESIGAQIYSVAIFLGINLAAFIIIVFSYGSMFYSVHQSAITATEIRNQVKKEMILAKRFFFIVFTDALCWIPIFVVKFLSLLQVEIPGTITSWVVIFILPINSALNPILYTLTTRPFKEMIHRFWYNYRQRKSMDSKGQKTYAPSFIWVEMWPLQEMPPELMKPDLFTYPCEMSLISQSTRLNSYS
# D1 antagonist = Antagonist of Human D 1 Dopamine Receptor: qHTS | HEK293 TREx D1 cells, calcium flux, dopamine EC80; hits give low values | 360,000 compounds, 3.2% hits | D(1A) dopamine receptor (Homo sapiens), P21728 | activity change, negative = inhibition, % at 10 µM; in the data active means activity change below about -30%; further: on the % scale 0 is the no-effect control and ±100 the full control effect
#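 Cells carrying a force-coupled, tetracycline-inducible human D1 receptor report calcium flux. Each well gets a 10 s baseline, compound with 180 s monitoring, then an EC80 dopamine stimulus with a second 180 s kinetic read.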
# D1 PAM = Potentiators of Human D1 Dopamine Receptor: qHTS; AID 504651, 2011; HEK293 TREx D1 cells, calcium flux, dopamine EC20 potentiation; 360,000 compounds, 0.036% hits; potentiation, % at 10 µM; D(1A) dopamine receptor (Homo sapiens), P21728; in the data active means potentiation above about 30%; further: 0% is about no effect
# RXFP1 ag = qHTS Assay for Agonists of the Relaxin Receptor RXFP1 | Relaxin receptor 1 (Homo sapiens), Q9HBX9 | HEK293T-RXFP1 cAMP TR-FRET, 30 min; response scale: percent of porcine relaxin response, buffer zero | Potency, µM (titrated, usually from 57.5 µM), for inactives: at the top dose activation, actives largely listed as activators | 370,000 compounds, 0.3% hits; active means well fitted activation curve with a large enough effect; inconclusive means small, poorly fitted or top-dose-only effect; further: potency means the concentration at half of the fitted maximal effect; on the % scale 0 is the no-effect control and ±100 the full control effect; nearly all actives have a fitted effect of over 60% in size; many of its hits are not listed in these tables
#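 HEK293 cells stably expressing RXFP1, treated 30 min at 37C with compounds plus PDE4 inhibitor Ro 20174; cAMP measured by HTRF TR-FRET. Normalized to buffer and 29 nM porcine relaxin; EC50 by Hill fit.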
# D2 agonist = HTS Assay for Allosteric Agonists of the Human D2 Dopamine Receptor: Primary Screen for Agonists; D(2) dopamine receptor (Homo sapiens), P14416; HEK293 T-REx D2 cells, calcium flux agonist mode; activation, % at 2 µM; 340,000 compounds, 0.53% hits; AID 485358, 2010;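 active means activation over 3 SD above normal in the single-dose calcium agonist read, cut at about 30% in these data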; further: 0% is about no effect
#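 HEK293 Trex D2 cells, tetracycline-induced, o/n 30 C 5% CO2; no-wash Ca dye, RT 30–90 min; 10-cycle baseline, 23 nl cpd added, kinetic Ca read 180 s; agonist hits = positive Ca response.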
# D2 antagonist = HTS Assay for Allosteric Antagonists of the Human D2 Dopamine Receptor: Primary Screen for Antagonists. D(2) dopamine receptor (Homo sapiens), P14416. 340,000 compounds, 2% hits. inhibition, % at 10 µM. HEK293 TREx D2 cells, calcium flux, dopamine EC80; in the data active means inhibition above about 30%; further: 0% is about no effect
#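 HEK293 T-REx D2 cells, tet-induced, calcium dye no-wash. Cpd pintool add, 180 s kinetic, then EC80 DA, 180 s kinetic. Ca flux read.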
# TRHR PAM = qHTS for Small Molecule Agonists and Allosteric Enhancers of Human TRH Receptor: Primary Screen for Enhancers; Thyrotropin-releasing hormone receptor (Homo sapiens), P34981; TRHR cells, fluo-8 calcium fluorescence, EC20 TRH enhancement; enhancement, % at 2 µM; 360,000 compounds, 0.66% hits; AID 493056, 2011; in the data active means enhancement above about 30%; further: 0% is about no effect
#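 TRHR-expressing cells loaded with fluo-8 calcium dye were read kinetically (ex 480/em 530) during compound addition, then stimulated with an EC20 of TRH (10 nM final). Enhancement of the Gq-mediated intracellular calcium response was scored.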
# D2 PAM = HTS Assay for Positive Allosteric Modulators of the Human D2 Dopamine Receptor: Primary Screen for Potentiators. D(2) dopamine receptor (Homo sapiens), P14416. HEK293 T-REx D2, calcium flux, EC20 dopamine potentiation. potentiation, % at 10 µM. 340,000 compounds, 0.34% hits. AID 485347, 2010;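 active means potentiation over 3 SD above the plate norm, cut at about 30% in these data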; further: 0% is about no effect
#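 Tetracycline-induced HEK293 T-REx cells force-coupled to calcium signalling expressed D2; compounds were pin-added after a 10 s baseline, read kinetically 180 s, then an EC20 dopamine challenge followed with a further 180 s calcium read.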
# D1 ag = Allosteric Agonists of the Human D1 Dopamine Receptor: qHTS; D(1A) dopamine receptor (Homo sapiens), P21728; HEK293 T-REx D1 cells, calcium flux, agonist mode; activation, % at 2 µM; 360,000 compounds, 1% hits; AID 504660, 2011; in the data active means activation above about 30%; further: 0% is about no effect
#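 Tetracycline-induced HEK293 TREx D1 cells, force-coupled to calcium signalling, were dye-loaded with a no-wash calcium kit. Compound was pin-added after a 10 s baseline. Fluorescence was read kinetically at 1 cycle/s for 180 s, with calcium rises flagged as agonism.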
# The depositor's hits bear a star; u = inconclusive; x = no result given. A portion of the library; count on the stated rates, not on these rows.
# Order of results: TRHR PAM, D2 agonist, D2 antagonist, RXFP1 antagonist, RXFP1 ag, D1 antagonist, D2 PAM, D1 PAM, D1 ag
CCOC(=O)COn1c(SCC(=O)OCC)nc2ccccc2c1=O
  6, 0.2, 13, 13, -0.2%, 11, 11, -3, 0
N/C(=N\OC(=O)c1ccc2ccccc2c1)c1ccc(Br)cc1
  -10, 0.3, 12, -9, 0.4%, 13, 3, -3, 4
CCC(=O)c1ccc(OCCn2cnc3ccccc32)cc1
  0, -0.2, 1, -1, -0.2%, -5, 0, 2, 6
CCOc1ccc(CNCCN2CCCC2)cc1
  1, 0.6, 74*, -11, -1.0%, 28, -19, -6, 11
O=C(CSc1cccc2cccnc12)Nc1ccc(S(=O)(=O)N2CCOCC2)cc1
  6, -0.4, -11, 3, -1.0%, -3, 3, -2, 7
COc1ccc2c(c1)CC/C(=C\Nc1ccc3c(c1)OCO3)C2=O
  2, 2.8, 14, 4, -0.4%, -20, -14, -7, 15
CCCc1nc2ccccc2c(=O)n1CC(=O)c1ccccc1
  4, 0.2, 2, -2, 0.7%, -5, -9, 3, 2
CC(C)N(Cc1nc2ccccc2[nH]1)C(C)C
  -5, -0.7, 10, -1, 1.0%, -34*, -10, -2, 0
O=C(CSc1nc2nn(-c3ccccc3)c(=O)c-2c2n1CCCCC2)Nc1ccc(F)cc1F
  -2, 0.0, 8, -5, 0.7%, -7, -2, -2, 0
COc1ccc(-c2cnnc(N/N=C/C(C)=C/c3ccccc3)n2)cc1
  10, -1.0, -4, x, -0.5%, 10, -4, -3, 0
Cc1ccc(/C=N/Nc2ncnc3nc[nH]c23)cc1
  -3, x, x, 0, 0.0%, -2, 0, -5, 7
COCCNC(=O)c1ccc2c(=O)n(CCCN3CCCC3=O)c(=S)[nH]c2c1
  -2, 0.7, 0, 8, 9.4%, 9, -5, 1, 1
Cc1nc(SCCO)c2oc3ccccc3c2n1
  3, 0.4, 12, 15, 22%, -5, 5, 0, 1
COc1ccccc1CNC(=O)c1c(N)n(CCCN2CCOCC2)c2nc3ccccc3nc12
  10, 1.2, -25, -8, -1.7%, -4, -2, -2, 12
CCn1cc(S(=O)(=O)Nc2cc(C(=O)OC)ccc2C)cn1
  -4, -0.1, 11, -3, 2.1%, 17, -2, 6, 0
COc1ccccc1OCC(=O)Nc1ccccc1C(=O)NCc1cccnc1
  -4, -0.2, -14, 8, -1.9%, -2, 5, 0, 3
CCOc1ccc(C(=O)/C=C/c2ccc(OC)c(OC)c2)cc1
  -1, -1.0, 7, -31, 0.1%, -11, 1, 0, 7
Cc1cccn2c(=O)c3cc(C(=O)NCCC4=CCCCC4)n(C)c3nc12
  0, -0.5, 7, -33, 9.2%, -9, 1, 1, 1
NC(=O)COC(=O)c1ccccc1SCC(=O)NC1CCCCCCC1
  24, x, x, 9, 0.1%, 30, x, -3, 2
O=C(Nc1ncccc1O)c1cc2ccccc2o1
  8, x, x, -10, 2.3%, 1, x, 2, 1

# The closing three entries of the part above are carried over, then new ones follow.
# Order of results: TRHR PAM, D2 agonist, D2 antagonist, RXFP1 antagonist, RXFP1 ag, D1 antagonist, D2 PAM, D1 PAM, D1 ag
Cc1cccn2c(=O)c3cc(C(=O)NCCC4=CCCCC4)n(C)c3nc12
  0, -0.5, 7, -33, 9.2%, -9, 1, 1, 1
NC(=O)COC(=O)c1ccccc1SCC(=O)NC1CCCCCCC1
  24, x, x, 9, 0.1%, 30, x, -3, 2
O=C(Nc1ncccc1O)c1cc2ccccc2o1
  8, x, x, -10, 2.3%, 1, x, 2, 1
CCS(=O)(=O)N1Cc2ccccc2CC1C(=O)Nc1nc(C)cs1 (stereo not given)
  2, 0.1, -6, 6, -0.5%, -12, 14, -1, 2
O=C(C1=C[C@@H](c2ccc3c(c2)OCO3)C[C@@H](OCCCCO)O1)N1CCN(Cc2ccc3c(c2)OCO3)CC1
  2, -0.4, -7, x, -0.2%, 25, 9, 3, -1
CC1CCN(C(=O)CCc2nnc3ccc(N4CCC5(CC4)OCCO5)nn23)CC1
  -4, -0.5, -1, 35, 25%, -1, 0, -2, 0
Cc1cnc(C(=O)OCc2ccc(Br)cc2F)cn1
  -1, -0.7, 19, 2, 3.2%, -6, -2, -5, 5
COCCSc1ccccc1C(=O)N1CCN(c2ccccc2OC)CC1
  2, 2.1, 38*, 6, -1.8%, 0, 4, 3, 1
O=C1C(NS(=O)(=O)c2cccs2)=C(N2CCN(c3cccc(C(F)(F)F)c3)CC2)C(=O)c2ccccc21
  -6, 0.3, -20, u, 0.2%, -17, -4, -9, 3
Cc1cnc(C)c(N2CCC(C(=O)NCc3cccs3)CC2)n1
  -7, 0.2, 0, -10, 1.6%, 10, -5, -2, 4
COc1cc(OC)cc(-c2nn[nH]n2)c1
  -2, 0.9, 13, 4, 0.3%, -13, 4, -4, 0
Cc1nn(CCCC(=O)Nc2cc(Oc3ccc(F)cc3)cc([N+](=O)[O-])c2)c(C)c1[N+](=O)[O-]
  1, -0.4, -4, -9, 0.0%, -36*, -1, -3, 9
COc1ccccc1NC(=O)CC(NCc1ccccc1)C(=O)O (stereo not given)
  16, 0.1, -32, 2, 0.0%, 11, 1, 8, 1
Cc1cc(Cl)ccc1OCCCC(=O)NCc1ccccn1
  0, -0.1, -1, 1, 1.1%, -2, -2, -7, 6
Cc1ccc2[nH]c(=O)c(C(c3nnnn3CC3CCCO3)N3CCc4ccccc4C3)cc2c1 (stereo not given)
  -1, 1.2, -1, 5, 2.9%, -10, 5, 0, 0
O=C(CCNS(=O)(=O)c1cccs1)N1CCc2ccccc2C1
  -12, -0.1, -10, -4, 0.2%, 25, 28, 2, 12
O=C(N/N=C/C1CCCCC1)c1ccccn1
  11, 0.0, -11, 4, 2.4%, 7, 6, -3, 2
COc1cc(NC(=O)c2cccs2)c(OC)cc1NC(=O)CCC(=O)Nc1ccc(C)cc1
  -5, -0.9, 0, -15, 6.6%, -10, 5, -2, 2
Cc1ccsc1C(=O)N1CCCC(CCC(=O)N2CCN(c3ccccn3)CC2)C1 (stereo not given)
  -2, 1.6, 9, -1, 1.6%, -7, 1, -1, 0
CCC(C)(C)NC(=O)C(c1ccc(F)cc1)N(Cc1ccc(OC)cc1)C(=O)c1cnccn1 (stereo not given)
  6, 0.4, 13, -11, -1.6%, 16, 4, -3, 0
CCN(CCn1cccn1)C(=O)CCc1nnc(CCc2ccccc2OC)o1
  -7, x, x, 0, 0.9%, 8, x, -3, 1
CCOc1ccc(NC(=S)c2ccncc2)cc1
  -2, -0.1, -6, -13, 0.1%, -22, 1, 5, 10
CC(C)CN1C(=O)/C(=C/c2c(N3CCc4ccccc4C3)nc3ccccn3c2=O)SC1=S
  -2, 7.3, -12, x, 7.5%, -2, -5, -6, 11
Fc1ccc(CN2CCN(C(=S)NCCc3ccccc3)CC2)c(Cl)c1
  3, 0.4, -10, -22, 0.6%, 0, -1, 4, 1
Cc1ccc(C(=O)CN2C(=O)NC3(CCCCC3C)C2=O)s1 (stereo not given)
  14, -0.3, -20, 2, -1.8%, -5, 29, -4, 4
CCC1CCCCN1CCCNC(=O)Cn1c2ccccc2c2nc(=O)cc(C)n21 (stereo not given)
  4, 0.9, -11, -6, 6.5%, 10, 5, 2, 1
Cc1cc(Cl)ccc1OCCCC(=O)NN
  -4, x, x, -15, 0.0%, -9, x, 6, 3
CC(=O)Nc1cccc(NC(=O)CS(=O)(=O)c2cn(CC(=O)N(C(C)C)C(C)C)c3ccccc23)c1
  -6, -1.6, -7, 1, -0.8%, 9, 6, 14, 1
COCCNC(=O)c1c(CS(=O)(=O)c2ccccc2)noc1C(=O)NCc1ccccc1
  6, -0.9, 5, x, -0.9%, 10, 3, 0, 3
CCC(Oc1ccccc1)C(=O)Nc1ccsc1C(=O)OC (stereo not given)
  -2, 5.1, -15, -23, 5.1%, -5, -1, -4, 8
Cc1ccc(C(=O)N/N=C/c2ccc(OC(=O)c3ccccc3Cl)cc2)cn1
  0, -0.1, 10, 5, -0.4%, -19, -4, -6, 8
CN(C)S(=O)(=O)c1cccc(NC(=O)c2cnccn2)c1
  3, 1.4, -1, x, 12%, 3, 2, 1, 1
CC(=O)Cn1c(CN2CCCCC2)nc2ccccc2c1=O
  -2, 0.6, 4, 7, 0.8%, 4, -29, -4, 1
Cc1cccc(N(C(=O)CCC(=O)Nc2cc(C)on2)C(C(=O)NC2CCCC2)c2cccnc2)c1 (stereo not given)
  -7, 0.3, -8, -6, 1.2%, -16, -7, 6, 2
CCOC(=O)CSc1nc2cc3c(cc2c(=O)n1CCCCCC(=O)NCc1ccc2c(c1)OCO2)OCO3
  2, 0.4, x, -6, -0.8%, -15, -13, -4, 4
O=C(NCCc1csc(-c2ccc(F)cc2)n1)c1c(F)cccc1Cl
  1, 0.6, x, 2, 1.2%, -17, -5, -3, 4
Cc1ccc(NC(=S)NC(NC(=O)C(C)(C)C)C(Cl)(Cl)Cl)c(C)c1 (stereo not given)
  -9, 0.7, 4, -6, 2.7%, 0, -11, -1, 7
O=C(/C=C/c1ccc([N+](=O)[O-])cc1)NCc1ccc2c(c1)OCO2
  -4, -0.6, -22, -4, 0.5%, 8, -7, -6, 0
CCOC(=O)c1ccccc1NC(=O)Cn1ncc2c([nH]c3ccccc32)c1=O
  -1, -1.8, x, -14, 2.9%, 13, -16, 9, 5
CCc1ccc(/C=C2\Oc3cc(OS(C)(=O)=O)ccc3C2=O)cc1
  -3, 0.0, 4, -10, -1.0%, -22, -1, -6, 3
Cc1ccc(NC(=O)c2ccc(CN3CC(=O)N4CCCCC4C3=O)cc2)cc1C (stereo not given)
  12, -0.2, x, 7, -1.9%, -2, -7, 0, 2
COc1ccccc1NC(=O)CSc1nc2ccccc2nc1N1CC(C)OC(C)C1 (stereo not given)
  -7, -0.5, -2, 0, -2.4%, 4, -8, 6, 5
O=C(O)c1ccc(N2C(=O)/C(=C/c3ccc(-c4ccc([N+](=O)[O-])cc4)o3)C=C2c2ccccc2)cc1
  0, 2.0, -10, 2, 2.9%, 11, 9, -5, 29
